# Lipid storage S3: qHTS Assay for Lipid Storage Modulators in Drosophila S3 Cells; Drosophila S3 cells, BODIPY lipid droplet fluorescence, 18-24 h; cells fed with added oleic acid; hit rate 0.64% among 320,000; lipid storage change, negative = inhibition, % at the top dose, mostly 46.1 µM; hits show Potency in µM; active = well fitted inhibition curve with a large enough effect in the signal ratio, with a control signal flat, not every such curve was filed as active; inconclusive = small, poorly fitted or top-dose-only effect, or effect the other way, or a change in a side signal; the % refers to the signal ratio
#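 Laser-scanning cytometry quantifies lipid droplet accumulation (500–530 nm total intensity; droplet/cell object ratio) in oleic acid-fed (400 uM added) Drosophila S3 cells treated with a concentration series. 20 uM Triacsin C defined 100% inhibition.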
# Lipid storage S3 cell count max: recorded beside Lipid storage S3, whose call it bears; cell number change, %; measured here: cell count max response;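 cells counted by Cell Tracker Red CMTPX staining in the red channel; peak over a dose series mostly up to 46.1 µM; percent activity relative to internal control wells on each plate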
# * marks the source's active call; other numbers are inactive results; i = inactive; ? = inconclusive; / = no result given. % is scaled to controls: 0 for no effect and ±100 for the full control effect; potency is read from the fitted curve at half-maximal effect. Only part of the results is shown; rates above refer to the full screens.
# Every second line gives: Lipid storage S3	Lipid storage S3 cell count max
- CCn1cc(/C=N\NC(=O)c2ccc(F)cc2)cn1
→ 23%	0
- Cc1ccccc1CNC(=O)/C=C\C(=O)O
→ -2%	-1
- CC(C)=CCN1CCN(Cc2nc(-c3ccc(F)cc3)cs2)CC1CCO (stereo not drawn)
→ ?	/
- COc1ccc(OC)c(S(=O)(=O)NCC(=O)NC2CCCc3ccccc32)c1 (stereo not drawn)
→ ?	/
- Cc1oc2c(c(C)cc3oc(=O)c(CC(=O)NCCCN4CCCC4=O)c(C)c32)c1C
→ ?	/
- Cc1ccc(C2(c3noc(CN4CCC(C(=O)N5CCOCC5)CC4)n3)CCCC2)cc1
→ -14%	1
- COc1ccc(/C=C2\CCC(C3CCCC3)C2=O)cc1Cn1nc(C)cc1C (stereo not drawn)
→ 0%	20
- COc1cc2c(cc1OC)CN(C(=O)c1ccc3[nH]c(C)c(C)c3c1)CC2
→ ?	/
- O=C(CN1CCC(NC(=O)c2cccc(F)c2)CC1)Nc1ccc(Br)cc1
→ ?	/
- COC(=O)c1cn(NC(=O)c2cccnc2)c(=O)c2ccccc12
→ i	4
- NS(=O)(=O)c1ccc(NCC2COc3ccccc3O2)c([N+](=O)[O-])c1 (stereo not drawn)
→ ?	/
- O=C(c1ccc([N+](=O)[O-])cc1[N+](=O)[O-])N1CCc2ccccc21
→ ?	/
- Cc1nn(C)cc1/C=C(/C#N)C(N)=O
→ ?	/
- O=c1nc(-c2ccccc2)cc(C(F)(F)F)[nH]1
→ -9%	-9
- Cc1cccc(N(CC(=O)NC(C)(C)C)C(=O)CS(=O)CC(=O)Nc2ccc(F)cc2)c1 (stereo not drawn)
→ 21%	-2
- O=C(O)c1ccc(S(=O)(=O)NCc2cccnc2)cc1
→ 8%	7
- COc1ccc(CC(=O)NCC2CCCN(Cc3ccc(SC)cc3)C2)cc1 (stereo not drawn)
→ ?	/
- O=C1c2ccccc2NC(c2ccc(O)c(O)c2)N1c1ccccc1Cl (stereo not drawn)
→ ?	/
- S=C1NC2CCCCC2N1 (stereo not drawn)
→ ?	/
- COc1ccc(C(O)(CCC(C)C)C(CN2CCOCC2)c2ccc(Cl)cc2)cc1 (stereo not drawn)
→ i	-13
- COCCNc1nc(N)c([N+](=O)[O-])c(N2CCCCCC2)n1
→ ?	/
- CCc1ccc(C(=O)C(C)OC(=O)c2nn(C)c(=O)c3ccccc23)cc1 (stereo not drawn)
→ ?	/
- O=C(N(c1ccccn1)c1ccccn1)C12CC3CC(CC(Cl)(C3)C1)C2
→ -12%	-1
- COc1cccc(C(NC(=O)c2ccccc2F)NC(=O)c2ccccc2F)c1
→ 0%	-6
- Cc1nn(C)cc1C(=O)Nc1c(C)nn(Cc2ccccc2Cl)c1C
→ 5%	9
- Cc1ccc(/C(N)=N/OC(=O)CCC2CCCCC2)cc1
→ ?	/
- COc1cccc(NC(=S)NCc2ccncc2)c1
→ i	6
- COc1ccc(N(C(=O)c2cc3ccccc3oc2=O)C2C=CS(=O)(=O)C2)c(OC)c1 (stereo not drawn)
→ ?	/
- Cc1ncsc1CCOC(=O)c1ccc([N+](=O)[O-])cc1
→ 13%	18
- COc1ccc(CN2CCC(C(=O)N3CCN(c4ccccc4F)CC3)CC2)cc1OC
→ 6%	0
- CC(C)(C)C1CCC2(CC1)C(Nc1cccc(C(F)(F)F)c1)=NC(=S)N2CC#N (stereo not drawn)
→ 0%	-2
- CCn1ccnc1CNC(=O)CC1C(=O)NCCN1CC(c1ccccc1)c1ccccc1 (stereo not drawn)
→ 8%	-2
- Cc1ccc(S(=O)(=O)c2c(C(=O)c3ccccc3)cnc3cc4c(cc23)OCCO4)cc1
→ -5%	-8
- COc1cc(/C=N/Nc2ncnc3sc4c(c23)CCC4)ccc1O
→ 3%	17
- CC(=O)Nc1cc[n+](C(C)C(=O)c2ccc(Br)cc2)cc1 (stereo not drawn)
→ ?	/
- COc1ccccc1CNC(=O)c1ccccc1N
→ -2%	15
- O=C(Cc1c[nH]c2ccccc12)NCc1ccncc1
→ -1%	1
- COC(=O)c1ccc(-c2nc(CN3CCC(C(=O)N4CCOCC4)CC3)c(C)o2)cc1
→ 0%	-2
- Cc1cnc(=O)[nH]c1SCc1ccc(C(F)(F)F)cc1
→ i	-1
- CCCOc1ccc(C(=O)NC(=S)Nc2nc(C)c(C(=O)N(C)C)s2)cc1
→ ?	/
- CC(C)c1ccc(NC(=O)C2CC2c2ccccc2)cc1 (stereo not drawn)
→ ?	/
- O=C1Nc2ccccc2S/C1=C/c1cccs1
→ ?	/
- CC(C)Nc1cc(N2CCCC2)ccc1[N+](=O)[O-]
→ ?	/
- N#CCCc1cccc(CCC#N)c1
→ ?	/
- CCOc1ccc(N(CC(=O)N2CCCCC2)S(=O)(=O)c2ccc(Cl)cc2)cc1
→ -12%	22
- CC(=O)NCCc1nc2ccccc2n1Cc1ccc(C)cc1
→ ?	/
- CCCN1CCN(C(=O)c2ccc(F)c(S(=O)(=O)N3CCOCC3)c2)CC1
→ ?	/
- Cc1cc(C)n(CC(=O)NC2CCCCC2C)c(=O)c1C#N (stereo not drawn)
→ ?	/
- N#Cc1c(NC(=S)NC(=O)Cc2cccs2)sc2c1CCCCC2
→ -18%	-12
- O=CN1CCN(c2ncnc3c2nnn3Cc2c(F)cccc2Cl)CC1
→ 4%	3
- O=C1CC(N2CCN(c3nc4ccccc4s3)CC2)C(=O)N1c1cccc(F)c1 (stereo not drawn)
→ ?	/
- O=C(/C=C/c1ccc([N+](=O)[O-])cc1)NCCN1C(=O)S/C(=C\c2ccc(F)cc2)C1=O
→ ?	/
- CC(=O)Nc1cc(C(=O)NCCN2CCN(Cc3ccccc3)CC2)ccc1Sc1ccc(C)cc1
→ 16%	9
- COc1cc(NC(=O)CSc2nnc(NC(C)C)s2)cc(OC)c1OC
→ ?	/
- COc1ccc(-c2cc(C(F)(F)F)nc(-n3cncn3)n2)cc1
→ ?	/
- Cc1ccc2c(c1)nnn2C1CCN(CC(=O)Nc2ccc(F)cc2)CC1
→ 16%	-7
- CN1C(=O)[C@@H]2[C@H](C1=O)[C@@H]1C(=O)Nc3ccccc3C(=O)N1[C@@H]2c1ccc(Br)cc1
→ ?	/
- COc1ccc(/C=C/C(=O)NNC(=O)c2cc(C)oc2C)cc1
→ ?	/
- CC(=O)N1CCC(=NNc2ccc(S(N)(=O)=O)cc2[N+](=O)[O-])CC1
→ 7%	3
- CN1CC(=O)N(CC(=O)NCc2ccc(F)cc2)c2ccccc2C1=O
→ i	-12

# Next section
# Every second line gives: Lipid storage S3	Lipid storage S3 cell count max
- CCN(CCNC(=O)C1CC(=O)N(CCc2ccccc2)C1)c1ccccc1 (stereo not drawn)
→ -41%	-17
- COc1cccc(C(=O)Nc2ccccc2C(=O)N2CCCC2)c1
→ ?	/
- CC(=O)c1c(C)[nH]c(C(=O)N(C)C(c2ccccc2)c2ccccc2)c1C
→ 7%	18
- O=C1OCCC1Sc1nnc(-c2cccs2)n1Cc1ccccc1 (stereo not drawn)
→ ?	/
- CCC(C)(C)c1nnc(NC(=O)c2ccc([N+](=O)[O-])cc2)s1
→ ?	/
- Nc1c(-c2cccc(Cl)c2)cnn1-c1cccc([N+](=O)[O-])c1
→ ?	/
- Cc1sc2ncnc(SCC(=O)Nc3ccc(CN4CCCC4)cc3)c2c1C
→ -3%	13
- CCOC(=O)c1ccc2ncc(C(=O)OCC)c(Nc3ccc(N4CCOCC4)cc3)c2c1
→ ?	/
- O=C1CC(N2CCC(O)(c3ccc(Br)cc3)CC2)C(=O)N1c1ccc(Cl)cc1 (stereo not drawn)
→ ?	/
- CC(C)(C)NC(=O)COC(=O)c1ccc(F)cc1Cl
→ ?	/
- CCOC(=O)c1ccc(NC(=O)CCc2nnc3ccc(N4CCN(C)CC4)nn23)cc1
→ i	20
- CCCn1c(N)c(C(=O)CN(C)CC(=O)Nc2ccc(F)cc2)c(=O)[nH]c1=O
→ ?	/
- COc1ccc(S(=O)(=O)NCc2ccccn2)cc1Br
→ ?	/
- CCOC(=O)CNC(=O)CSc1nnc(NC(=O)c2ccc(S(=O)(=O)N3CCOCC3)cc2)s1
→ ?	/
- CC1CC(C)CN(CCCNS(=O)(=O)c2cc(Br)cc3c2N(C(=O)C2CC2)CC3)C1 (stereo not drawn)
→ ?	/
- CCC(C)(C(=O)NC1CCCCC1)N(C(=O)C1CCC(=O)N1)c1ccc(C)cc1 (stereo not drawn)
→ ?	/
- CCc1ccc(C(=O)COC(=O)c2cc([N+](=O)[O-])ccc2NCCO)cc1
→ ?	/
- COc1ccc2cc(C(C)C(=O)N3CCC(C)CC3)ccc2c1 (stereo not drawn)
→ ?	/
- Cc1cccc(C(=O)N(Cc2nc3ccccc3c(=O)[nH]2)C2CCCC2)c1
→ -6%	-17
- COc1ccc(C(OC(=O)c2ccco2)C(=O)NC2CCCC2)cc1 (stereo not drawn)
→ ?	/

# Individual results from the results shown:
# Value for `CCOC(=O)c1ccc(NC(=O)CCc2nnc3ccc(N4CCN(C)CC4)nn23)cc1` in Lipid storage S3 cell count max: 20
# Value for `CC(=O)c1c(C)[nH]c(C(=O)N(C)C(c2ccccc2)c2ccccc2)c1C` in Lipid storage S3 cell count max: 18

# Continuation.
# Every second line gives: Lipid storage S3	Lipid storage S3 cell count max
- CCOC(=O)c1c(C)[nH]c(C(=O)COC(=O)CNC(=O)C2CCCCC2)c1C
→ ?	/
- CCc1noc(C)c1C(=O)OCC(=O)N1CCc2ccccc21
→ -1%	1
- CC(C)CCNC(=O)CCCOc1cc(=O)n(C)c2ccccc12
→ i	-29
- CCCNC(=O)/C(=C/c1cn(S(=O)(=O)N(C)C)c2ccccc12)NC(=O)c1ccc(OC)cc1
→ -8%	-13
- CCCC(=O)OC/C(O)=C(\C#N)c1nc2ccccc2[nH]1
→ ?	/
- Cc1nnc(C)n1N
→ ?	/
- CCN(c1cccc(C)c1)S(=O)(=O)c1ccc2c(c1)NC(=O)CCS2
→ ?	/
- COc1cccc(NC(=O)COc2coc(CN3CCN(c4ccccc4)CC3)cc2=O)c1
→ ?	/
- O=C(Cn1cc(/C=N/O)c2ccccc21)N1CCOCC1
→ ?	/
- O=C(NN=C1CCCCCC1)c1ccncc1
→ ?	/
- CNC(=O)c1ccc(CN(C)CC(=O)Nc2ccccc2C(=O)NC2CC2)cc1
→ ?	/
- O=C(Cn1cc2c(n1)CCCC2)NCc1ccccn1
→ ?	/
- Cc1ccc(NC(=O)CSc2nnc(C3CC3)n2CC2CCCO2)c(C)c1 (stereo not drawn)
→ ?	/
- CCSc1nc2c(c(=O)[nH]1)C(c1cccnc1)C(C(=O)OC)=C(C)N2 (stereo not drawn)
→ ?	/
- CCOC(=O)c1c(-c2ccccc2)csc1NC(=O)CSc1nncs1
→ ?	/
- CS(=O)(=O)N1CCc2cc(C(=O)Nc3ccc(O)cc3)ccc21
→ -21%	-15
- CC(C)CCN1C(=O)c2ccc(C(=O)Nc3cc(C(=O)O)cc(C(=O)O)c3)cc2C1=O
→ ?	/
- CCCNC(=O)CS(=O)Cc1nc(-c2ccccc2C)oc1C (stereo not drawn)
→ ?	/
- CC(C)(C)OC(=O)[C@H](NC(=O)OCc1ccccc1)c1ccccc1
→ i	-4
- Cc1ccc(S(=O)(=O)N2CCN(C(=O)CN3C(=O)CNC3=O)CC2)cc1
→ 14%	1
- CN(C)Cc1c(C(=O)N/N=C/c2cccc3ccccc23)nnn1-c1nonc1N
→ ?	/
- CC1=CC(C)(C)n2c(O)c(N=NC(N)=S)c3cccc1c32
→ -10%	-12
- Cc1ccc(Cl)cc1NC(=O)COC(=O)C1CC1
→ ?	/
- Cc1ccc(NC(=O)c2sc(N)nc2-c2ccccc2)cc1C
→ ?	/
- Cc1c(NS(=O)(=O)c2cc(C(=O)NCCN(C)C)ccc2Cl)c(=O)n(-c2ccccc2)n1C
→ -1%	2
- CCCCCCc1cc2cc(C(=O)Nc3ccccc3OC)c(=O)oc2cc1O
→ -18%	3
- CC1(C)CC(=O)C=C(c2cccc(O)c2)C1
→ ?	/
- CS(=O)(=O)N1CCN(c2ccccc2NC(=O)Nc2cccc(Cl)c2)CC1
→ ?	/
- COc1ccc(S(=O)(=O)Nc2cccc(NC(C)=O)c2)cc1
→ i	1
- Clc1ccc2nc(CSc3ncn[nH]3)cn2c1
→ -20%	-16
- CC(C)C(OC(=O)c1cccs1)C(=O)NC1CCCCC1 (stereo not drawn)
→ -10%	-20
- O=C(c1cc(-c2ccccc2)nc2ccccc12)N1N=C(C(F)F)CC1(O)C(F)F (stereo not drawn)
→ ?	/
- COc1ccccc1CNC(=O)C(NS(=O)(=O)c1cccc2nsnc12)C(C)C (stereo not drawn)
→ -10%	-8
- COc1cc2cc(CCCOC(=O)c3ccc(C(F)(F)F)cc3)oc(=O)c2cc1OC
→ ?	/
- COc1ccc(Cc2noc(CN3CCCN(Cc4ccc(F)cc4)CC3)n2)cc1OC
→ 2%	-13
- CCOc1ccc(/C=N/Nc2cc(N3CCOCC3)nc(C)n2)c(O)c1
→ ?	/
- Cc1ccc(C(=O)OCC(=O)Nc2ccccc2Cl)c(O)c1
→ -3%	8
- COCC(C)NC(=O)c1ccc2c(c1)S(=O)(=O)c1ccccc1C2=O (stereo not drawn)
→ ?	/
- C#CCOc1ccccc1CNc1ccccc1
→ ?	/
- N/C(=N\N=C/c1ccc(F)cc1)N/N=C\c1ccc(F)cc1
→ ?	/

# 3 entries from above, with each value named:
O=C(NN=C1CCCCCC1)c1ccncc1
  Lipid storage S3 = ? | Lipid storage S3 cell count max = /

CNC(=O)c1ccc(CN(C)CC(=O)Nc2ccccc2C(=O)NC2CC2)cc1
  Lipid storage S3 = ? | Lipid storage S3 cell count max = /

O=C(Cn1cc2c(n1)CCCC2)NCc1ccccn1
  Lipid storage S3 = ? | Lipid storage S3 cell count max = /

# Assay outcomes: PubChem, National Center for Advancing Translational Sciences (NCATS)
